From PubChem BioAssay
IL2 activator – qHTS of IL-2 Activators | IL-2 activation reporter assay, cell-based qHTS; stimulated with anti-CD3/CD4/CD28 beads; in transgenic mouse T cells | actives 0.065% (n = 360,000) | activation, % (series mostly up to about 46 µM); in the data active = activation above about 50%; inconclusive = mostly about 30% to 49%; also: 0% is about no effect
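Quantitative HTS in unstimulated transgenic mouse T cells, with memory T cells as non-tolerant control and PMA/ionomycin as tolerance-bypass control. Compound pretreatment lasted 60 minutes before 18 h bead stimulation; EGFP/DsRed fluorescence read.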
PI5P4Ka inh – qHTS for Inhibitors of phosphatidylinositol 5-phosphate 4-kinase (PI5P4K); Phosphatidylinositol 5-phosphate 4-kinase type-2 alpha (Homo sapiens), P48426; max response, %; actives 1.2% (n = 330,000); PI5P4Kalpha enzyme, ADP-Glo luminescence, 60 min; hits give low values; active = max response of -50% or lower; inconclusive = between -30% and -50%; inactive = -30% or higher; also: value at the top dose of about 77 µM; % is scaled to controls: 0 for no effect and ±100 for the full control effect
Target sequence (P48426 whole entry, looked up): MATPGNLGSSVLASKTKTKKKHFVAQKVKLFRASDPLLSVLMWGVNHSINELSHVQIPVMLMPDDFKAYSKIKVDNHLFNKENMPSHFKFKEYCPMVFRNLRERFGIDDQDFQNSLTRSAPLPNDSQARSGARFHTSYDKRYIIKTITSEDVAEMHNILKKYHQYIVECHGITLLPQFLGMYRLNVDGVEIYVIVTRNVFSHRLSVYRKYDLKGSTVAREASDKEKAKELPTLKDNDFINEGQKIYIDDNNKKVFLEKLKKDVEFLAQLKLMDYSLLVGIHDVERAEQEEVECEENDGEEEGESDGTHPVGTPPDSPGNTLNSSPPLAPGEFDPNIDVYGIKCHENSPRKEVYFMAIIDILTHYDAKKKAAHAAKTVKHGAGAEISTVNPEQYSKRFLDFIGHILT
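PI5P4Kalpha ADP-Glo assay; 5 microM ATP final; 60 min RT reaction; HEPES pH 7.4/EGTA/CHAPS, 5% DMSO; controls lacking substrate or enzyme; luminescent end-point.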
GLP1R cytotox – qHTS of GLP-1 Receptor Inverse Agonists: Cytotox Screen. AID 624418, 2012. Potency, µM (doses to about 38.3 µM), inactives show top-dose activity change, negative = inhibition, usual class: inhibitors. actives 0.13% (n = 410,000). HEK293 cAMP-luciferase reporter cells, luminescence, 24 h;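 also: loss of luciferase light is scored as toxicity; potency is read from the fitted curve at half-maximal effect; % is scaled to controls: 0 for no effect and ±100 for the full control effect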
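A 23 nL compound transfer followed 12 hours of cell culture at 37 deg C; exposure then lasted 24 hr. Luciferase assay detection reagent was dispensed and plates read for luminescence after a 12 min room-temperature wait.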
PLK1 PBD inh – qHTS for Inhibitors of PLK1-PDB (polo-like kinase 1 - polo-box domain): Primary Screen; Serine/threonine-protein kinase PLK1 (Homo sapiens), P53350; Potency, µM, without a hit: max response, negative = inhibition, actives largely listed as inhibitors; Plk1 PBD binding of FITC phosphopeptide, fluorescence polarization; actives 2.8% (n = 360,000); AID 720504, 2013; also: potency is read from the fitted curve at half-maximal effect; series mostly up to about 57 µM; % is scaled to controls: 0 for no effect and ±100 for the full control effect; nearly all actives have a fitted effect of over 65% in size
GLP-1R inv ag – qHTS of GLP-1 Receptor Inverse Agonists (Inhibition Mode); Glucagon-like peptide 1 receptor (Homo sapiens), P43220; Potency, µM (top dose mostly 38.3 µM), for the others: at the highest dose activity change, negative = inhibition, hits mostly inhibitors; HEK293 GLP-1R CRE-luciferase, luminescence, 24 h; GLP-1R form is constitutively active; AID 624417, 2012; actives 1.6% (n = 410,000); also: potency is read from the fitted curve at half-maximal effect; % is scaled to controls: 0 for no effect and ±100 for the full control effect; nearly all actives have a fitted effect of over 55% in size
Target sequence (P43220 whole entry, looked up): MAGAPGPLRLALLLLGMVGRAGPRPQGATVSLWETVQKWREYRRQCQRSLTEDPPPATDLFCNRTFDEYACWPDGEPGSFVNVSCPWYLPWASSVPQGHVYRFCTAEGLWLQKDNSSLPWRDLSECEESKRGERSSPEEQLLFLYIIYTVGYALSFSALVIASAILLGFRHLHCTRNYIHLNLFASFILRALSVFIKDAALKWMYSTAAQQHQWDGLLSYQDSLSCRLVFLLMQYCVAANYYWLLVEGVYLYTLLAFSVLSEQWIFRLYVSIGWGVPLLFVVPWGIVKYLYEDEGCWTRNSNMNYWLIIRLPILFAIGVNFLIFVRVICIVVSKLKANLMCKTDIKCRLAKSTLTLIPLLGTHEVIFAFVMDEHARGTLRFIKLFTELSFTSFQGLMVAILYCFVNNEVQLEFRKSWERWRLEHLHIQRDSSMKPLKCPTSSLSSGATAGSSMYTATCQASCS
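Inverse agonists were sought by their lowering of basal cAMP reporter luciferase output in HEK293 cells stably carrying constitutively active human GLP-1R, after 24 h compound treatment.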
GLP1R ag – qHTS of GLP-1 Receptor Agonists | AID 624172, 2012 | actives 0.007% (n = 380,000) | HEK293 GLP-1R CRE-luciferase, luminescence, 4-6 h; cells express a hypersensitive GLP-1R form | Potency, µM (doses to about 45.6 µM), without a hit: at the top dose activation, actives largely listed as activators; also: potency is read from the fitted curve at half-maximal effect; % of control where 0% means no effect
EPAC1 antag – qHTS for Antagonist of cAMP-regulated guanine nucleotide exchange factor 3 (EPAC1): primary screen; Rap guanine nucleotide exchange factor 3 (Homo sapiens), O95398; EPAC1 GEF assay, Rap1b-BODIPY-GDP exchange fluorescence; Potency, µM (titrated, usually from 115 µM), for inactives: top-dose activity change, negative = inhibition, most hits filed as inhibitors; actives 0.14% (n = 360,000);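 also: potency is read from the fitted curve at half-maximal effect; plate controls were vehicle for no effect and positive control for full effect; nearly all actives have a fitted effect of over 50% in size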
PTHR1 ag – qHTS for PTHR1 Agonists: Primary Screen; HEK293 GP2 PTHR1 cells, GloSensor cAMP luminescence, 1 h; Potency, µM (top dose mostly 115 µM), without a hit: at the top dose activation, actives largely listed as activators; actives 0.075% (n = 410,000); also: potency is read from the fitted curve at half-maximal effect; nearly all actives have a fitted effect of over 55% in size; some results filed as inactive show a strong effect at the top dose; inactives centre near -15; many of its hits are not listed in these tables
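HEK-293-derived GP2 cells expressing PTHR1 and a GloSensor cAMP reporter, 3,000/well, plated overnight, given luciferin plus IBMX (each 0.5 mM as added) for 1 h at 37 °C, then compound for 1 h at 37 °C. Luminescence was read after 15 min at room temperature.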
EPAC1 agonist – qHTS for Agonist of cAMP-regulated guanine nucleotide exchange factor 3 (EPAC1): primary screen; Potency, µM (titrated, usually from 154 µM), for inactives: top-dose activation, most hits filed as activators; AID 720707, 2013; Rap guanine nucleotide exchange factor 3 (Homo sapiens), O95398; actives 0.073% (n = 360,000); EPAC1 agonist qHTS, biochemical assay; response scale: 100% = response to 6.5 mM cAMP; also: potency is read from the fitted curve at half-maximal effect; nearly all actives have a fitted effect of over 60% in size
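Normalized to 6.5 mM cAMP, activity reflects EPAC1-catalysed release of BODIPY-GDP from Rap1B, followed kinetically over 30 min at 480 nm excitation, 540 nm emission. Reaction contained 100 nM EPAC1, 250 nM Rap1B-BODIPY-GDP, 50 uM GDP.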
* hit, by the source's call; i = inactive; ? = inconclusive; . = no result given; [ ] = remark or other dose. Unless noted, calls follow the shape of the dose curve; as a rule, active = well fitted curve in the direction sought with a large enough effect; inconclusive = small, poorly fitted or top-dose-only effect, or another doubt; inactive = no such curve, though single readings can be large; an effect the other way counts as inactive or inconclusive.

SMILES,IL2 activator,PI5P4Ka inh,GLP1R cytotox,PLK1 PBD inh,GLP-1R inv ag,GLP1R ag,EPAC1 antag,PTHR1 ag,EPAC1 agonist
Cc1ccccc1OCC(=O)NNC=O,0.0,8.8,17.3%,-11.7%,2.1%,-0.5%,-1.8%,i,-1.6%
CSc1ncccc1C(=O)N1CCN(S(=O)(=O)c2cc(C)ccc2C)CC1,0.7,-3.3,-7.5%,-1.3%,-6.5%,11.9%,9.8%,-7.0%,6.7%
CCOc1ccc(OCC)c(N=c2oc3c(C)ncc(CO)c3cc2C(N)=O)c1,-0.5,2.1,6.1%,-3.9%,5.8%,-9.4%,-18.7%,-19.5%,0.2%
COc1cc(OC)c2c(-c3ccccc3)cc(=O)oc2c1C(CC(=O)N1CCOCC1)c1ccc2c(c1)OCO2 (stereo not drawn),-0.2,0.7,10.7%,1.8%,83.9%[activator],8.7%,3.3%,-28.3%,3.9%
Cc1ccccc1-c1nnn(C/C(N)=N/O)n1,1.7,0.2,7.0%,-0.7%,8.6%,3.2%,-17.9%,-32.6%[inhibitor],6.4%
Cc1cc(C)cc(Oc2c(C(F)(F)F)oc3cc(OCC(=O)O)ccc3c2=O)c1,0.1,10.0,7.3%,?,-4.8%,-6.7%,-10.1%,i,-6.6%
CC(=O)NC(Cc1cc(C)ccc1C)C(=O)N1CCN(C(=O)c2ccc([N+](=O)[O-])cc2)CC1 (stereo not drawn),-2.4,8.6,-6.8%,-10.6%,30.6%[activator],-2.6%,-12.2%,i,2.7%
O=C1CCCC/C=C\C[C@H](CC(=O)N(CCO)Cc2ccccc2)C(=O)NCCO1,2.1,-0.4,6.7%,-6.3%,17.9%,9.6%,8.0%,i,-4.0%
O=C1/C(=C/c2ccc(O)cc2)CCc2ccc([N+](=O)[O-])cc21,0.6,0.0,-1.4%,-2.5%,18.3%,-9.0%,7.5%,-35.4%[inhibitor],7.5%
Cc1cc(C)nc(N/N=C/C(Cl)=C/c2ccccc2)n1,-3.1,.,-14.1%,-9.2%,0.0%,5.3%,2.6%,-16.3%,-5.8%
COCCCNC(=O)c1csc([C@@H]2O[C@H](CO)[C@H](O)[C@H](O)[C@H]2O)n1,-0.2,-1.6,2.3%,-4.5%,24.5%,-7.6%,-20.8%,-27.2%,5.8%
CC(C)c1cc(N2CCN(C(=O)c3ccco3)CC2)n2c(nc3ccccc32)c1C#N,-2.5,0.2,1.4%,-10.2%,5.8%,5.8%,-2.9%,i,2.8%
CC(NCC(=O)Nc1ccccc1C(=O)NC1CC1)c1cccc(Cl)c1 (stereo not drawn),0.2,0.7,-18.0%,1.6%,?,6.5%,0.0%,-5.6%,?
NC1=NC2(CCCCC2)N=C(Nc2ccc(F)cc2F)N1,-4.1,-8.5,-9.3%,-5.7%,0.0%,-11.3%,10.2%,i,-1.7%
CC1(C)CC(CCN(Cc2ccccc2)C(=O)c2ccco2)(c2ccccc2)CCO1 (stereo not drawn),-0.3,-6.2,4.0%,-6.8%,?,3.9%,-3.9%,-17.0%,10.2%
OCC[C@@H]1NCc2cc(CO)cc(-c3ccccc3)c21,-0.2,-3.1,-1.0%,-5.2%,?,1.9%,0.8%,-7.1%,-1.1%
CCCC(=O)Nc1ccc2nn(-c3ccc(OC)cc3)nc2c1,-0.7,1.1,0.0%,21.2µM*,-8.5%,-0.1%,-1.5%,-10.3%,0.7%
Cc1ccc([N+](=O)[O-])cc1S(=O)(=O)Nc1ccc(C(=O)N(C)C)cc1,1.9,1.1,5.5%,-5.2%,-12.6%,0.7%,-13.7%,i,-0.9%
CC(C)CCNC(=O)CN(Cc1ccc2c(c1)OCO2)C(=O)Cn1nnc(-c2cccs2)n1,-0.9,.,0.3%,-8.5%,?,0.3%,-10.4%,i,4.1%
CCc1ccc(C(=O)COC(=O)C2=NN(c3ccccc3)C(=O)CC2)cc1,0.5,-5.6,14.9%,2.0%,11.8%,-3.9%,-5.3%,-20.5%,-6.5%
O=C1CC(N2CCC(c3nc4ccccc4o3)CC2)C(=O)N1Cc1cccs1 (stereo not drawn),0.8,-5.2,-9.6%,-2.5%,-25.8%,0.5%,11.9%,-17.0%,1.4%
O=C(CSc1nnnn1-c1ccccc1)CC(=O)Nc1ccc(Cl)cc1,-0.6,-22.2,10.1%,-1.2%,?,-28.4%,-29.2%,-34.9%[inhibitor],11.1%
O=C1OCCC1Sc1nnc(-c2ccc(Br)cc2)o1 (stereo not drawn),-2.4,3.1,1.1%,-2.6%,-36.6%,-26.7%,1.3%,-11.7%,7.0%
COc1ccc(C(=O)N/C(=C\c2ccccc2)C(=O)Nc2ccc(C(=O)NCC(=O)O)cc2)cc1,-0.2,1.7,12.3%,-15.8%,15.1%,0.6%,3.0%,?,0.7%
COc1ccc(NC(=O)NCCc2c[nH]c3ccccc23)c(OC)c1,-1.8,-0.3,4.8%,-0.7%,-0.5%,10.2%,13.9%,-3.0%,-2.1%
CCCc1ncc(C(O)c2cccc(OC)c2OC)n1C (stereo not drawn),-2.3,.,0.2%,-3.8%,4.7%,-0.8%,1.8%,i,7.1%
Cc1c(C(=O)Nc2c(C)n(C)n(-c3ccccc3)c2=O)oc2c(Cl)cccc12,1.6,-5.7,-27.8%,4.6%,-10.7%,15.9%,4.9%,-19.5%,-3.4%
Cc1ccc(NC(=O)C2CCN(c3ncnc4c3nc3n4CCCCC3)CC2)nc1,-0.7,2.3,-0.8%,-3.6%,-13.0%,8.9%,9.5%,-47.3%[inhibitor],-10.4%
CC(=O)Nc1c(C(=O)C2CC2)oc2ccccc12,-2.1,.,8.5%,-12.1%,49.8%[activator],29.4%,-3.2%,-4.6%[57.5 µM],5.3%
Cc1c(Cl)cccc1-c1ccc(CNCc2ccccn2)o1,1.3,12.3,-2.6%,-0.3%,-20.1%,11.2%,5.7%,-25.1%,6.5%
Cn1c(=O)oc2cc(S(=O)(=O)N3CCOCC3)ccc21,0.4,1.6,-3.6%,-1.3%,6.8%,-11.5%,11.4%,i,-3.8%
Cc1cc(Cl)ccc1NC(=S)NCc1ccco1,0.0,-8.4,4.0%,-5.8%,-14.0%,0.5%,-1.4%,-15.0%,-7.2%
C#CCOCCOCCOCCNc1nc(N2CCN(C(=O)C(Cc3ccc(O)cc3)n3cc(C(N)C(C)CC)nn3)CC2)nc(N2CCN(C(=O)C(Cc3ccc(O)cc3)n3cc(C(N)C(C)CC)nn3)CC2)n1 (stereo not drawn),0.0,10.3,2.2%,3.3%,8.5%,-0.9%,-4.9%,-8.7%,2.6%
CCC1CCc2nc3sc(C(=O)Nc4ccc(F)c(F)c4)c(N)c3cc2C1 (stereo not drawn),.,.,4.2%,.,1.6%,-0.1%,.,i,.
CC(Sc1nnc(-c2ccco2)n1C)C(=O)Nc1ccc(N2CCOCC2)cc1 (stereo not drawn),-0.2,-0.6,4.4%,-2.1%,15.4%,21.9%,2.4%,i,11.8%
CCC(C)(C)NC(=O)c1ccc(Sc2nncn2C)c([N+](=O)[O-])c1,-1.1,-0.2,-6.0%,-29.5%,-3.3%,-0.4%,1.2%,i,-10.3%
O=S1(=O)CC(N2CCC(Cc3ccccc3)CC2)CN1Cc1ccc(F)cc1 (stereo not drawn),-0.7,19.7,6.8%,-10.0%,?,12.1%,-13.9%,-81.4%[inhibitor],2.3%
Cc1nn2c(N3CCN(C)CC3)cc(C(C)(C)C)nc2c1-c1ccccc1,-0.8,29.1,?,-2.3%,7.08µM*,?,12.3%,i,4.9%
O=C(NC1CC1)c1nc2c(nnn2Cc2ccccc2Cl)c(=O)[nH]1,-2.7,.,-3.7%,0.0%,4.5%,-0.5%,12.2%,i,-3.7%
CC(C)CCn1c(NCCN(C)C)nc2c1c(=O)[nH]c(=O)n2C,0.5,-0.3,8.7%,-8.2%,-5.8%,13.7%,-3.5%,-18.2%[57.5 µM],1.6%
COc1ccc(CC(=O)NCC(=O)N/N=C/c2c[nH]c3ccccc23)cc1,-1.1,-28.0,-1.6%,-1.2%,3.8%,-9.1%,15.1%,-5.1%,-1.8%
CCN(CC(=O)Nc1c(F)cccc1F)C(=O)CCc1nc2cc(S(=O)(=O)N3CCOCC3)ccc2n1C,-4.6,3.0,6.9%,-4.9%,-4.7%,25.7%,-6.6%,-3.2%,-9.2%

A portion of the library; count on the stated rates, not on these rows.
